Rac1 GTP hydrolysis = MgcRacGAP GTPase-activating activity inhibitors, confirmation, biochemical, ADP Hunter fluorescence. MgcRacGAP-stimulated Rac1 GTP hydrolysis, ADP Hunter fluorescence; higher % means a stronger effect; GST-tagged Rac1 F28L mutant substrate. AID 624330. inhibition, % at 30 µM, or IC50 in µM where a hit was titrated. 340,000 compounds, 0.6% hits;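 active means first-screen hits whose inhibition reached a set limit at any dose in the follow-up dose series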;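 further: fluorescence reports GDP produced by GAP-driven GTP hydrolysis; strong numbers were not always called active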
T cell modulator = modulates CD8 T cell binding to vesicles; 2C CD8+ T cell-vesicle binding, flow cytometry; stronger effect = lower value; calls only at 7 µM; 330,000 compounds, 0.068% hits; AID 2052;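 active means response, share of CD8 T cells binding vesicles, and their 90th percentile fluorescence all below set limits, cut at about 80% in these data, passing the limit was not always enough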
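Test system: purified 2C TCR transgenic mouse naive CD8+ T cells. Probe or stimulus: QL9-peptide-loaded Drosophila micro-vesicles bearing Ld, ICAM-1 and B7-1. Incubation: binding step 1.5 h, 37 °C, antibody labelling 20 min, ice. Measured by: flow cytometry of vesicle-bound cells.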
NS5 inhibitors = Dengue-2 NS5 methyltransferase inhibitors, primary screen, biochemical, confirmation dose response (AID 588689) | Dengue-2 NS5 methyltransferase capping enzyme assay, biochemical; higher % means a stronger effect | 340,000 compounds, 0.3% hits | inhibition, % at 25 µM; hits with a dose series show IC50 in µM; in the data active means a potency from the dose series
NTR1 agonist = agonists of NTR1, primary screen, imaging, U2OS cells, beta-arrestin-GFP, high content (AID 493036) | P30989 | NTR1-U2OS beta-arrestin-GFP spot imaging, agonist mode | activation, % at 20 µM | 330,000 compounds, 0.17% hits;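 active means activation at or above 40% of the spot to cytoplasm intensity ratio, with at least 20 cells analyzed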;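 further: 0% = DMSO without peptide and 100% = 100 nM NTR1 peptide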
Target sequence (P30989 whole entry, looked up): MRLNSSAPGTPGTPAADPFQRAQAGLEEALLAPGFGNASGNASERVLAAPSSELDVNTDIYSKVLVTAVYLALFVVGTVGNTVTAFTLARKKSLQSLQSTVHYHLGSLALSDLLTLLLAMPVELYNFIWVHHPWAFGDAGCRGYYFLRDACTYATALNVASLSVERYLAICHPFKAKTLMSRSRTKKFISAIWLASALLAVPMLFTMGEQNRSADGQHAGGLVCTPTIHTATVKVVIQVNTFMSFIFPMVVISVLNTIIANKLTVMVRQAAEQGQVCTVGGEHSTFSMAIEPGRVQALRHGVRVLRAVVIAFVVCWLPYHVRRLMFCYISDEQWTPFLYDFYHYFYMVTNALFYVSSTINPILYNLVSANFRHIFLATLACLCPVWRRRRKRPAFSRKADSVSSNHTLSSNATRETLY
PhoP inhibition = inhibitors of PhoP regulon expression, primary screen, Salmonella Typhimurium, GFP reporter (AID 1863) | S. Typhimurium PhoP-regulated promoter GFP reporter, 4 h; higher % means a stronger effect | inhibition, % at 50 µM; hits with a dose series show IC50 in µM | 300,000 compounds, 0.16% hits;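 active means inhibition over 29.93%, a cutoff 3 SD above the screen mean, later confirmed by dose response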;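 further: 0% = low Mg2+ inducing control and 100% = high Mg2+ repressing control; strong numbers were not always called active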
UTI89 phage lysis = inhibition of K1F phage lysis, E. coli UTI89, bacterial capsule biogenesis inhibitors, alamar blue (AID 488966); inhibition, % at 100 µM, or IC50 in µM where a hit was titrated; 340,000 compounds, 0.02% hits; E. coli UTI89 K1F phage lysis, alamar blue, 2 h; higher % means a stronger effect;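 active means phage lysis inhibition, versus mean bacterial control, above a set limit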;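 further: capsule biogenesis inhibitors block K1F phage lysis so surviving cells raise fluorescence; higher fluorescence means more inhibition of phage lysis; actives were called in the ten point dose series up to 300 µM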
RSV CPE inhibition = inhibition of RSV-induced cytopathic effect – HEp-2 cells, primary 10 µM value included (AID 2391); one-dose CPE inhibition, % at 10 µM; IC50 in µM for titrated hits; HEp-2 cells, RSV-induced CPE inhibition; higher % means a stronger effect; 310,000 compounds, 0.13% hits; in the data active means a potency from the dose series; further: strong numbers were not always called active
Large T inhibition = TAg ATPase/helicase activity blockers – biochemical (AID 1903) | SV40 large T antigen ATPase/helicase inhibition assay; higher % means a stronger effect | inhibition, % at 20 µM; hits with a dose series show IC50 in µM | 310,000 compounds, 0.39% hits; in the data active means a potency from the dose series; further: strong numbers were not always called active
West Nile virus CPE = West Nile virus antiviral activity, cell-based, CPE readout (AID 1621); West Nile virus-infected cells, CPE inhibition; higher % means a stronger effect; CPE inhibition, % at 10 µM, or IC50 in µM where a hit was titrated; 290,000 compounds, 0.02% hits; in the data active means a potency from the dose series; further: strong numbers were not always called active
T cell modulator vesicle-bound % = recorded beside T cell modulator, whose call it bears; double positive events, %; measured here: CD8+ vesicle-bound cell fraction;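 binding gate set so that unloaded-vesicle control wells show 10% double positive cells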
NTR1 agonist cell count 20 µM = recorded beside NTR1 agonist, whose call it bears; cell count; measured here: cell count, cytotoxicity flag
NS5 inhibitors pilot replicate = further read-out of NS5 inhibitors, marked with its call; inhibition, %; measured here: pilot screen replicate inhibition
Active calls of the source: *; i = inactive; x = not tested or not shown; [ ] = another dose, or the depositor's remark.

SMILES	Rac1 GTP hydrolysis	T cell modulator	T cell modulator vesicle-bound %	NS5 inhibitors	NTR1 agonist	NTR1 agonist cell count 20 µM	PhoP inhibition	UTI89 phage lysis	RSV CPE inhibition	Large T inhibition	West Nile virus CPE	others
CCOc1ccc(-n2c(Cc3cc(=O)[nH]c(=O)[nH]3)nnc2SCC(=O)OC)cc1	4%	i	42	6%	-0.8	63	-6%	0.6%	0.3%	1%	-0.2%
C=CC[C@H](CC(=O)N[C@H](CO)Cc1ccccc1)C(=O)N[C@@H](COC(=O)[C@@H](CC=C)CC(=O)OC(C)(C)C)Cc1c[nH]c2ccccc12	6%	i	26	17%	9.1	66	x	-0.9%	x	x	x
CC1COc2ccccc2N1S(=O)(=O)c1ccccc1 (centres undefined)	x	i	54	x	1.3	38	2%	x	4.0%	10%	-0.5%
C=CCn1c(SCC(=O)OC)nc2sc3c(c2c1=O)CCN(C)C3	x	i	27	x	1.8	87	21%	x	2.8%	-6%	-0.4%
C[C@]12CC[C@@H]3c4ccc(O)cc4CC[C@H]3[C@@H]1CC[C@@H]2OC(=O)CCC(=O)O	14%	x	x	3%	1.0	59	-2%	3.6%	2.4%	33%	0.0%
CC1=C(C(=O)N2CCCC(CCC(=O)NCc3ccccc3F)C2)OCCO1 (centres undefined)	4%	i	32	-13%	-0.2	38	12%	0.1%	-1.4%	2%	-0.6%
CC(C)(C)NC(=O)CCc1nnc(Cc2c[nH]c3ccccc23)o1	-6%	i	42	-4%	-0.6	77	7%	-0.1%	0.1%	18%	-0.8%
CCC(C)c1ccccc1NC(=O)C(C)OC(=O)CN1C(=O)NC(C)(C)C1=O (centres undefined)	3%	i	37	-9%	-0.2	53	-8%	1.6%[50 µM]	1.1%	13%	x
Cc1noc(C)c1COC(=O)c1ccc(F)c(S(=O)(=O)N2CCCCC2)c1	4%	i	51	-13%	2.0	35	-8%	0.5%	19%	14%	-0.5%
COc1ccc(NC(=O)C(c2cc3c(cc2[N+](=O)[O-])OCO3)N2CCN(C=O)CC2)cc1 (centres undefined)	8%	i	65	6%	1.5	63	3%	1.2%[50 µM]	1.4%	9%	1.4%
COc1cc(/C=N\NC(=O)c2ccc(Cn3nc([N+](=O)[O-])c(Cl)c3C)o2)ccc1O	31µM*	i	47	3%	0.4	44	2%	0.1%	1.8%	33µM*	0.1%
O=C(CCC(=O)N(CC(=O)NC1CCCC1)c1cccc(F)c1)Nc1nccs1	8%	i	18	-6%	0.5	42	-1%	-0.1%	0.3%	0%	-0.5%
CCOC(=O)c1ccc(NC(=O)CCn2c(=O)oc3ccccc32)cc1	5%	i	32	-4%	0.1	70	-7%	0.1%	2.1%	8%	0.1%
CCN(CC)C(=O)Cn1c(=O)n(CCCC(=O)NCc2ccccc2)c(=O)c2sccc21	15%	i	34	-4%	0.5	52	-6%	2.3%[50 µM]	1.8%	8%	1.2%
CN(C)S(=O)(=O)c1cccn1-c1ncc(C(F)(F)F)cc1Cl	4%	i	38	-8%	-2.2	73	-2%	4.0%	2.4%	x	-0.1%
O=C(CN(C(=O)c1cccc([N+](=O)[O-])c1)C1CCCCC1)Nc1ccc(Cl)c([N+](=O)[O-])c1	6%	i	46	-2%	1.2	63	-7%	0.1%	0.6%	4%	-1.3%
CC1CCc2c(sc(/N=C/c3cccnc3)c2C(N)=O)C1 (centres undefined)	x	i	5	x	1.3	58	-8%	x	1.6%	14%	-0.1%
Cc1ccccc1Cn1c(=O)[nH]c2ccccc21	6%	i	45	-2%	0.8	51	-4%	0.0%	1.7%	x	-0.1%
Cc1ccc(S(=O)(=O)NCC(=O)N2CCOCCOCCOCCOCC2)cc1	6%	i	10	-6%	1.7	32	11%	0.6%	0.2%	19%	0.2%
CN(Cc1ccccc1)c1ncc(C=O)s1	11%	i	10	0%	-0.2	65	-1%	0.0%	1.5%	10%	0.6%
N#Cc1cccc(NC(=O)CNC(=O)Cc2ccccc2)c1	4%	i	25	4%	0.7	59	-4%	0.1%	0.2%	7%	-0.4%
c1ccc(CSc2nc3ncccn3n2)cc1	4%	i	38	-6%	1.1	69	x	-0.1%[50 µM]	0.0%	x	x
c1ccc(-c2nn3c(Cn4cnc5ccccc54)nnc3s2)cc1	10%	i	38	-3%	0.0	63	0%	0.3%	5.5µM*	0%	-0.7%
Cc1ccc(NS(=O)(=O)c2cc(C(=O)O)ccc2Cl)c(C)c1	9%	i	30	1%	-2.1	79	-1%	0.5%	1.2%	-4%	0.8%
CN(C(=O)CSc1nnc(-c2ccncc2)n1-c1ccccc1)C1CCS(=O)(=O)C1 (centres undefined)	5%	i	60	2%	1.4	60	x	0.1%	1.5%	10%	0.1%
Cc1ccccc1NC(=O)c1ccccc1	2%	i	40	-9%	-1.9	76	1%	-0.3%	0.6%	1%	-0.6%
Cc1cc(C)cc(N(C(=O)c2csnn2)C(C(=O)NC(C)(C)C)c2cccs2)c1 (centres undefined)	1%	i	35	-1%	0.6	47	3%	1.7%	0.9%	22%	-1.0%
CCc1c(C)nc2ncnn2c1N1CCCC(C(=O)NCCc2ccccc2)C1 (centres undefined)	9%	i	60	-1%	2.6	62	6%	-0.2%	0.7%	14%	-0.6%
O=C(CNc1cccc(C(F)(F)F)c1)N/N=C/c1cccc(Br)c1	7%	i	38	-9%	15	56	-4%	2.8%	5.8%	10%	-1.0%
COc1cccc(C2=CC(c3cc(OC)ccc3OC)n3nnnc3N2)c1 (centres undefined)	13%	i	15	-6%	2.2	44	-14%	0.2%	12%	-9%	x

Retrieved one by one from the list above:
SMILES	Rac1 GTP hydrolysis	T cell modulator	T cell modulator vesicle-bound %	NS5 inhibitors	NTR1 agonist	NTR1 agonist cell count 20 µM	PhoP inhibition	UTI89 phage lysis	RSV CPE inhibition	Large T inhibition	West Nile virus CPE	others
Cc1ccc(S(=O)(=O)NCC(=O)N2CCOCCOCCOCCOCC2)cc1	6%	i	10	-6%	1.7	32	11%	0.6%	0.2%	19%	0.2%
CN(Cc1ccccc1)c1ncc(C=O)s1	11%	i	10	0%	-0.2	65	-1%	0.0%	1.5%	10%	0.6%
Cc1ccccc1Cn1c(=O)[nH]c2ccccc21	6%	i	45	-2%	0.8	51	-4%	0.0%	1.7%	x	-0.1%
CC1CCc2c(sc(/N=C/c3cccnc3)c2C(N)=O)C1 (centres undefined)	x	i	5	x	1.3	58	-8%	x	1.6%	14%	-0.1%

New compounds follow
SMILES	Rac1 GTP hydrolysis	T cell modulator	T cell modulator vesicle-bound %	NS5 inhibitors	NTR1 agonist	NTR1 agonist cell count 20 µM	PhoP inhibition	UTI89 phage lysis	RSV CPE inhibition	Large T inhibition	West Nile virus CPE	others
C/C(=N\OC(=O)c1ccc(F)cc1)c1nccs1	5%	i	51	3%	-1.0	98	-2%	0.9%	0.3%	1%	14%	NS5 inhibitors pilot replicate=1.2
COc1cccc2sc(NN)nc12	4%	i	52	6%	-0.4	57	-6%	0.0%	4.7%	6%	0.1%
Nc1cc(C(=O)c2ccccc2)ccc1N1CCOCC1	10%	i	34	-5%	-1.4	55	0%	6.9%	0.6%	8%	-0.4%
CCOC(=O)NC(=O)CN1C(=O)NC2(CCc3ccccc32)C1=O (centres undefined)	0%	i	31	10%	0.9	53	4%	0.0%	0.7%	-1%	0.2%
CCOc1ccc(S(=O)(=O)N(CC)CC(=O)N2CCCC2)cc1	3%	i	54	-5%	0.4	74	-5%	-0.5%	0.3%	3%	-1.0%	NS5 inhibitors pilot replicate=-0.3
O=C(CNS(=O)(=O)/C=C/c1ccccc1)OC1CCOC1=O (centres undefined)	6%	i	21	x	1.4	52	-3%	-0.4%	0.8%	-13%	-0.3%
CCN(CC)S(=O)(=O)c1ccc(N2CCOCC2)c(NC(=O)c2[nH]c(C)c(C(C)=O)c2C)c1	-1%	i	49	-4%	0.4	56	x	-0.3%[50 µM]	x	x	x
COc1ccccc1-c1nnc(SCCN2CCOCC2)n1-c1ccc(C)cc1	19%	i	21	-4%	-4.5	13	-2%	-0.8%	1.3%	6%	-0.8%

6 neighbouring entries already listed, quoted:
SMILES	Rac1 GTP hydrolysis	T cell modulator	T cell modulator vesicle-bound %	NS5 inhibitors	NTR1 agonist	NTR1 agonist cell count 20 µM	PhoP inhibition	UTI89 phage lysis	RSV CPE inhibition	Large T inhibition	West Nile virus CPE	others
COc1cccc2sc(NN)nc12	4%	i	52	6%	-0.4	57	-6%	0.0%	4.7%	6%	0.1%
Nc1cc(C(=O)c2ccccc2)ccc1N1CCOCC1	10%	i	34	-5%	-1.4	55	0%	6.9%	0.6%	8%	-0.4%
CCOC(=O)NC(=O)CN1C(=O)NC2(CCc3ccccc32)C1=O (centres undefined)	0%	i	31	10%	0.9	53	4%	0.0%	0.7%	-1%	0.2%
CCOc1ccc(S(=O)(=O)N(CC)CC(=O)N2CCCC2)cc1	3%	i	54	-5%	0.4	74	-5%	-0.5%	0.3%	3%	-1.0%	NS5 inhibitors pilot replicate=-0.3
O=C(CNS(=O)(=O)/C=C/c1ccccc1)OC1CCOC1=O (centres undefined)	6%	i	21	x	1.4	52	-3%	-0.4%	0.8%	-13%	-0.3%
CCN(CC)S(=O)(=O)c1ccc(N2CCOCC2)c(NC(=O)c2[nH]c(C)c(C(C)=O)c2C)c1	-1%	i	49	-4%	0.4	56	x	-0.3%[50 µM]	x	x	x
